Screens: PubChem BioAssay, several laboratories
Avidin fluor = avidin bead compound fluorescence profile. 0.38% of 220,000 active. fluorescence (KMESF) at 10 µM. Avidin beads, compound fluorescence 488/530 nm, flow cytometry; stronger effect = higher value; in the data active = fluorescence above about 47; also: inactives centre near 10
Cdc42 wt GTP = modulators (inhibitors or activators) of GTP binding to human Cdc42 wildtype | GST-Cdc42 beads, Bodipy-GTP binding, flow cytometry; actives lie on both sides | percent activity (GTP binding), % at 10 µM | 0.2% of 190,000 active;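 active = percent activity GTP binding at least 20 points away from the 100% baseline, either down as inhibitor or up as activator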;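 also: median bead fluorescence of bound Bodipy-FL-GTP at 100 nM; 0% = excess unlabeled GTP control and 100% = no compound control; below 100% means less GTP binding so inhibitor and above means activator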
Target sequence (P60953 whole entry, looked up): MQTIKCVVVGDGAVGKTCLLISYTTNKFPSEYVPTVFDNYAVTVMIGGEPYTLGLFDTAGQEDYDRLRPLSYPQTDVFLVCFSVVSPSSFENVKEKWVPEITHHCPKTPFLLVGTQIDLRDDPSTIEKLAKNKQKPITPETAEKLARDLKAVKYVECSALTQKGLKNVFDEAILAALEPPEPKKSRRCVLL
Rac1 act GTP bind = human Rac1 activated mutant GTP binding change | P63000 | 0.11% of 190,000 active | AID 764 | percent activity (GTP binding), % at 10 µM | GST-Rac1 activated beads, fluorescent GTP binding, flow cytometry; actives lie on both sides; 100% means binding = to untreated wells;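 active = GTP binding at least 20 percentage points away from the 100% baseline, in either direction, so actives lie on both sides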
Rab7 wt GTP bind = dog Rab7 wildtype GTP binding, inhibitors and activators. GTP binding activity (percent of control), % at 10 µM. AID 758. GST-Rab7 beads, fluorescent GTP binding, flow cytometry; actives lie on both sides; untreated = 100%, excess cold GTP = 0%. 0.055% of 190,000 active;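 active = fluorescent GTP binding to Rab7 beads changed by at least 20 points from the 100% baseline, either direction, mostly lower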;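 also: median green fluorescence of bound Bodipy-FL-GTP per Rab7 bead population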
HRas wt GTP = changes GTP binding to wildtype human HRas. GST-Ras wt beads, Bodipy-FL-GTP binding, flow cytometry; actives lie on both sides. P01112. 0.14% of 190,000 active. GTP binding activity, % at 10 µM;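 active = GTP binding activity at least 20% away from the 100% baseline, either lowered as inhibitor or raised as activator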;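 also: 0% = unlabeled GTP competition control and 100% = no-compound control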
Target sequence (P01112 whole entry, looked up): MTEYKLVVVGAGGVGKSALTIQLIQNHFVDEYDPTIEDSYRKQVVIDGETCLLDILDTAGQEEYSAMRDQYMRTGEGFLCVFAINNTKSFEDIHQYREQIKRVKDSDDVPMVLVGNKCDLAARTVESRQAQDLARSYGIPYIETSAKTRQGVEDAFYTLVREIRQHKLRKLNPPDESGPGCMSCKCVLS
Mcl1 Bid PPI = disrupts binding of human Mcl-1 to Bid peptide | 0.97% of 220,000 active | inhibition, % at 21.7 µM | TR-FRET Mcl-1/Bid-Dy647 peptide binding, 1536-well | AID 1021;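 active = compounds that cut the binding signal by more than half at the single screening dose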;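 also: His-tagged Mcl-1 with europium anti-His antibody binding Bid BH3 peptide; 0% = Mcl-1 plus peptide wells and 100% = peptide-only wells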
Target sequence (Q07820 whole entry, looked up): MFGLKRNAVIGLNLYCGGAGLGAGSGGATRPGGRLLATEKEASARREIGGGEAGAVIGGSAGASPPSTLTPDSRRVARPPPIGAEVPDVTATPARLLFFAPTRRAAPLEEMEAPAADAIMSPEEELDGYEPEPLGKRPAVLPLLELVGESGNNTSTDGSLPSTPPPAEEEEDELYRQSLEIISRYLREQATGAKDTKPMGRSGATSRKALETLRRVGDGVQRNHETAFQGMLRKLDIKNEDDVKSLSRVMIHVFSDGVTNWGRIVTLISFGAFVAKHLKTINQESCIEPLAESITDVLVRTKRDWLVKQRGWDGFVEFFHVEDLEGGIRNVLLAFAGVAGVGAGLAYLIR
GSH fluor = GSH bead compound fluorescence profile; GSH beads flow cytometry, compound fluorescence 488/530 nm; stronger effect = higher value; fluorescence (KMESF) at 10 µM; 0.25% of 190,000 active; in the data active = fluorescence above about 89;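 also: glutathione beads carrying GST-tagged Bcl family fusion proteins plus one bare bead set; values are compound well signal with DMSO vehicle wells as background; inactives centre near 16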
Pf gametocyte = kills late stage P. falciparum gametocytes | P. falciparum stage V gametocytes, ATP luminescence, 24 h | inhibition, % at 10.9 µM | 0.065% of 150,000 active;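 active = inhibition above the mean plus 3 SD of compounds within the control limits, set per campaign, cut at about 38% in these data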;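 also: 0% = DMSO wells and 100% = medium only without gametocytes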
Mcl1-Noxa inh = disrupts binding of human Mcl-1 to Noxa peptide; Q07820; TR-FRET Mcl-1/Noxa peptide binding, 2 h; inhibition, % at 21.7 µM; 1.5% of 220,000 active; AID 1022;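 active = compounds that cut the protein-peptide binding signal by more than 50% relative to plate controls in a single-dose test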;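 also: His-tagged Mcl-1 with rhodamine Noxa BH3 peptide and terbium anti-His antibody; 0% = Mcl-1 plus Noxa peptide wells and 100% = peptide-only wells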
Rab2A wt mod = changes GTP binding to wildtype dog Rab2A, up or down; P61105; GST-Rab2 wt beads, Bodipy-GTP binding, flow cytometry; GTP binding activity, % at 10 µM; 0.19% of 190,000 active; AID 760;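 active = GTP binding activity at least 20 points away from 100%, either lowered or raised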;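 also: 0% = beads with excess unlabeled GTP and 100% = no-compound control corrected for plate trend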
Rac1 wt modul = alters GTP binding to wildtype human Rac1; 0.27% of 190,000 active; GTP binding activity (% of control), % at 10 µM; GST-Rac1 beads, fluorescent GTP binding, flow cytometry; actives lie on both sides; 0 = cold GTP competed, 100 = untreated; P63000;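 active = GTP binding activity at least 20 points away from the 100% control level, either lower or higher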
* marks the source's active call; other numbers are inactive results; x = not tested or not shown.

The opening four records, to show the layout:
SMILES	Avidin fluor	Cdc42 wt GTP	Rac1 act GTP bind	Rab7 wt GTP bind	HRas wt GTP	Mcl1 Bid PPI	GSH fluor	Pf gametocyte	Mcl1-Noxa inh	Rab2A wt mod	Rac1 wt modul
N/C(=N\OC(=O)c1ccc(=O)n(Cc2ccccc2)c1)c1ccccn1	21	101.0	98.0	108.0	101.0	-3.7	12	x	10.9	100.0	100.0
CCOC(=O)C1(CC2CC2)CCN(Cc2ccc(O)c(Cl)c2)CC1	23	98.0	96.0	106.0	100.0	-28.1	9	x	-9.3	100.0	97.0
CCOC(=O)Cc1cc(=O)n2[nH]cc(-c3ccc(Cl)cc3)c2n1	9	96.0	91.0	102.0	97.0	-62.8	51	-5.9	2.2	92.0	97.0
COc1ccc(OC)c(-c2csc(N(Cc3ccco3)C(=O)c3cccs3)n2)c1	3	99.0	97.0	97.0	100.0	-4.7	65	2.1	-3.7	96.0	95.0

Main list, from the first entry:
SMILES	Avidin fluor	Cdc42 wt GTP	Rac1 act GTP bind	Rab7 wt GTP bind	HRas wt GTP	Mcl1 Bid PPI	GSH fluor	Pf gametocyte	Mcl1-Noxa inh	Rab2A wt mod	Rac1 wt modul
N/C(=N\OC(=O)c1ccc(=O)n(Cc2ccccc2)c1)c1ccccn1	21	101.0	98.0	108.0	101.0	-3.7	12	x	10.9	100.0	100.0
CCOC(=O)C1(CC2CC2)CCN(Cc2ccc(O)c(Cl)c2)CC1	23	98.0	96.0	106.0	100.0	-28.1	9	x	-9.3	100.0	97.0
CCOC(=O)Cc1cc(=O)n2[nH]cc(-c3ccc(Cl)cc3)c2n1	9	96.0	91.0	102.0	97.0	-62.8	51	-5.9	2.2	92.0	97.0
COc1ccc(OC)c(-c2csc(N(Cc3ccco3)C(=O)c3cccs3)n2)c1	3	99.0	97.0	97.0	100.0	-4.7	65	2.1	-3.7	96.0	95.0
CC(C)CNC(=O)CSc1nnc(CN2CCCCCC2=O)n1-c1ccccn1	7	100.0	100.0	98.0	98.0	-14.4	31	x	-8.3	101.0	102.0
O=C(O)C1=C[C@@H](c2ccccc2)C[C@@H](OCc2ccc(CO)cc2)O1	6	90.0	92.0	101.0	92.0	-1.4	17	x	8.1	94.0	93.0
CCOC(=O)c1[nH]c2ccc(OC)cc2c1NC(=O)CCN1CCc2ccccc2C1	13	102.0	99.0	103.0	101.0	x	36	8.9	x	101.0	99.0
Cc1ccc(NC(=O)CC2SCCNC2=O)cc1Cl (stereo not given)	4	105.0	100.0	106.0	106.0	10.8	50	1.1	2.6	107.0	108.0
C#CCNC(=O)C1=C[C@@H](C2CCCCC2)C[C@@H](OCCCCO)O1	5	92.0	97.0	100.0	96.0	-6.6	17	15.8	-16.6	98.0	95.0
CCN(CC)S(=O)(=O)c1ccc(C(=O)Nc2ccc3c(c2)OCO3)cc1	11	94.0	94.0	105.0	97.0	-16.1	13	7.9	19.3	95.0	99.0
COc1ccc(NC(=O)CCN2CCOCC2)c(OC)c1	9	93.0	96.0	94.0	96.0	-21.1	10	31.2	0.3	96.0	98.0
CN(C)c1ccc(/C=[N+](\[O-])C2N(c3ccccc3)C(=S)SC2(C)C)cc1 (stereo not given)	10	102.0	103.0	100.0	102.0	-28.7	11	9.0	6.4	102.0	103.0
Cc1ccc(C(=O)NC2CCS(=O)(=O)C2)cc1S(=O)(=O)N1CCCCCC1 (stereo not given)	5	93.0	94.0	103.0	98.0	-19.4	22	-6.8	2.5	96.0	94.0
CCCN1Cc2cccc(C(=O)NCc3ccccc3OC)c2C1=O	5	102.0	100.0	98.0	103.0	-0.1	15	x	4.8	101.0	111.0
CCC[C@@H]1C[C@@H](C(=O)N[C@H]([C@@H](C)O)[C@H]2O[C@H](SC)[C@H](O)[C@@H](O)C2O)N(C)C1 (stereo not given in full)	8	102.0	100.0	99.0	99.0	-3.1	19	x	22.7	102.0	102.0
CC(C)n1cc(/C=C2/NC(=O)NC2=O)c2ccccc21	10	93.0	93.0	95.0	95.0	-56.1	17	-6.6	10.8	94.0	95.0
O=C(Cc1ccc(-c2ccccc2)cc1)OCC(=O)N1CCCC1=O	10	99.0	98.0	94.0	96.0	-5.0	27	14.6	13.6	96.0	100.0
O=C(O)CCCC(=O)N1CCN(c2nc(-c3ccccc3)c3ccccc3n2)CC1	8	100.0	96.0	98.0	101.0	-14.8	23	x	13.2	99.0	99.0
Nc1nc(-c2cccc(Br)c2)cs1	12	103.0	101.0	104.0	104.0	-17.4	8	12.7	11.7	101.0	108.0
c1cnc2ccc(C(c3nnnn3C3CCCCC3)N3CCN4CCCC4C3)cc2c1 (stereo not given)	7	94.0	94.0	98.0	95.0	-1.1	55	x	11.6	96.0	94.0
O=C(/C=C/c1ccco1)NCC1CCCO1 (stereo not given)	14	100.0	94.0	100.0	99.0	-19.2	41	x	13.6	97.0	99.0
O=c1[nH]c2cc3c(cc2cc1C(c1nnnn1Cc1ccccc1)N1CCN2CCCC2C1)OCCO3 (stereo not given)	37	102.0	101.0	99.0	102.0	-0.3	22	x	28.5	100.0	105.0
O=C(NC1CCCc2ccccc21)C1CCN(S(=O)(=O)c2ccccc2)CC1 (stereo not given)	2	104.0	99.0	101.0	99.0	2.0	19	11.7	5.1	101.0	102.0
CCCn1c(SCC(=O)Nc2cc(Cl)ccc2Cl)n[nH]c1=O	12	92.0	94.0	93.0	93.0	-22.9	16	6.8	11.8	94.0	97.0
COc1cc([N+](=O)[O-])c(N2CCOCC2)c([N+](=O)[O-])c1OC	10	100.0	95.0	90.0	96.0	-16.1	17	-33.8	21.6	97.0	99.0
Cc1nc(N2N=C(c3ccc(Cl)cc3)CC2c2ccco2)sc1C(=O)N(C)C (stereo not given)	24	94.0	96.0	94.0	94.0	-22.5	23	-7.1	24.2	93.0	96.0
CC1CCc2nn(CC(=O)Nc3ccc(F)cc3F)cc2C1 (stereo not given)	24	100.0	96.0	99.0	99.0	-5.0	14	x	-0.7	102.0	102.0
COC(=O)c1nc(-c2ccc(C)cc2)oc1N(C)C	9	103.0	99.0	107.0	104.0	22.2	11	x	2.4	101.0	103.0
O=C(NCc1ccco1)c1cnn2c(C(F)(F)F)cc(-c3cccs3)nc12	8	99.0	95.0	101.0	98.0	-2.8	29	x	14.2	96.0	100.0
CCOc1ccccc1C(=O)N1CCN=C1SC	8	98.0	95.0	100.0	98.0	-17.0	13	13.8	12.8	97.0	98.0
CCn1nnc(-c2ccccc2NS(=O)(=O)c2ccc(C(=O)OC)cc2)n1	12	98.0	95.0	97.0	100.0	-5.7	10	x	7.9	100.0	99.0
Nc1[nH]n2c(=O)cc(-c3ccccc3)nc2c1N=Nc1ccc(S(N)(=O)=O)cc1	12	93.0	89.0	93.0	92.0	-95.7	12	-5.6	30.4	92.0	91.0
Cc1c(-c2cc(C(=O)O)c3ccccc3n2)cnn1C	10	98.0	94.0	109.0	101.0	9.8	71	-2.6	3.4	101.0	100.0
CN(C)CCOCCOc1ccc(Cl)cc1Br	11	94.0	93.0	102.0	98.0	26.0	16	13.8	24.9	96.0	100.0
CCCOc1ccc(CNC(=S)NCc2ccc(OC(C)C)cc2)cc1	12	100.0	101.0	102.0	103.0	-26.5	14	-3.7	26.3	100.0	103.0
CCCOc1ccc(N2CC(C(=O)NCCc3ccc(OC)c(OC)c3)CC2=O)cc1 (stereo not given)	7	98.0	98.0	96.0	97.0	0.9	20	-0.3	-24.0	97.0	100.0
COc1ccc(Nc2nc(C)cc(=O)[nH]2)cc1	11	99.0	98.0	98.0	101.0	-41.0	7	x	9.4	98.0	98.0
CCOc1ccc(N2C(=O)CC(SC(=NC)Nc3cccc(F)c3)C2=O)cc1 (stereo not given)	3	96.0	95.0	94.0	93.0	-17.4	5	x	-20.2	94.0	95.0
NS(=O)(=O)c1ccc(N/N=C/c2cn(-c3ccccc3)nc2-c2cccs2)c([N+](=O)[O-])c1	9	104.0	97.0	97.0	100.0	-28.5	19	8.6	15.1	104.0	110.0
Cc1c(NC(=O)c2ccccc2N)cccc1C(=O)O	9	97.0	94.0	96.0	96.0	-7.8	39	x	6.0	93.0	95.0
O=C(Nc1ccc(F)cc1)c1ccc(Cn2cnnn2)cc1	26	97.0	94.0	94.0	94.0	-7.3	8	-9.0	-3.9	95.0	95.0
CCCCCn1c(SCC(=O)c2ccccc2)nc2cc(C(=O)NCc3ccco3)ccc2c1=O	11	103.0	99.0	99.0	99.0	-15.1	24	-13.1	-13.4	97.0	102.0
CN(C)C(=O)NC(NC(=S)Nc1ccccc1)C(Cl)(Cl)Cl (stereo not given)	8	94.0	93.0	93.0	94.0	-42.9	12	-11.5	6.7	93.0	98.0
O=c1cc(-c2ccccc2)c2ccccc2[nH]1	27	97.0	96.0	100.0	98.0	-5.3	24	x	14.4	97.0	98.0
C=C1Cn2c(nnc2-c2ccc(Cl)cc2)S1	4	99.0	98.0	102.0	99.0	-8.8	28	x	1.5	100.0	100.0
CCOC(=O)CSc1nc2ccccc2c(=O)n1CC1COc2ccccc2O1 (stereo not given)	-4	100.0	99.0	100.0	99.0	-6.0	18	1.0	-11.2	101.0	101.0
COc1ccc(CCNCC2C(Oc3ccc(Cl)cc3)C(=O)N2c2ccccc2C)cc1OC (stereo not given)	6	94.0	97.0	95.0	96.0	5.1	20	5.8	22.0	94.0	98.0
CCc1c(C(=O)N/N=C/c2ccc(C)o2)csc1C	6	103.0	102.0	99.0	104.0	-13.0	20	2.0	14.8	101.0	104.0
Cc1noc(C)c1S(=O)(=O)Nc1ccc(C(=O)N2CCN(c3ccc(Cl)cc3)CC2)cc1	19	98.0	96.0	99.0	98.0	-16.4	24	26.6	-0.3	99.0	101.0
Cc1ccc(C)c(NC(=O)c2ccccc2Sc2ccc([N+](=O)[O-])cc2Cl)c1	14	98.0	98.0	95.0	98.0	8.7	9	9.8	19.1	96.0	101.0

3 compounds already listed, arranged by their value in Cdc42 wt GTP, high to low:
mol	Cdc42 wt GTP
COc1cc([N+](=O)[O-])c(N2CCOCC2)c([N+](=O)[O-])c1OC	100.0
C=C1Cn2c(nnc2-c2ccc(Cl)cc2)S1	99.0
CCOc1ccc(N2C(=O)CC(SC(=NC)Nc3cccc(F)c3)C2=O)cc1 (stereo not given)	96.0
